AP complement – orthogonal test for alternative complement pathway inhibitors; Human serum alternative complement pathway, LPS-coated ELISA, C3 deposition; tested in compound mixtures; inhibition, % at 5 µM; hit rate 0.08% among 62,000; AID 1235;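 active = inhibition above 30% in each of the two pooled mixtures holding the compound, so the lower value exceeds 30%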;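 note: 0% = serum in Mg-EGTA without compound and 100% = EDTA serum blank; some compounds past the cut are filed as inactive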
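Assay system: Human serum alternative complement pathway, C3 deposition on LPS-coated wells | Incubation: 1 h serum-compound exposure at 37 °C | Doses: 5 µM per compound in ten-compound mixtures | Read-out: Percent inhibition | Technique: ELISA with HRP anti-human C3 antibody, TMB substrate, absorbance 450 nm | Replication: Two pool placements per compound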
CatB mixtures – human cathepsin B inhibition by mixtures. Purified cathepsin B, AMC dipeptide fluorescence, compound mixtures. inhibition, %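 (ten-compound pools at 5 µM per compound and 50 µM total)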. AID 488. P07858. hit rate 0.06% among 62,000; in the data active = inhibition above about 22%, passing the limit was not always enough;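 note: 0% = enzyme without compound and 100% = no enzyme blank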
E coli RNAP – blocks E. coli RNA polymerase transcription; P0A8V2; fluorescence transcription assay; inhibition, %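 (tested at 10 µM)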; hit rate 0.2% among 62,000; AID 559; in the data active = inhibition above about 20%;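 note: 0% = enzyme without compound and 100% = no enzyme blank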
Target sequence (P0A8V2 whole entry, looked up): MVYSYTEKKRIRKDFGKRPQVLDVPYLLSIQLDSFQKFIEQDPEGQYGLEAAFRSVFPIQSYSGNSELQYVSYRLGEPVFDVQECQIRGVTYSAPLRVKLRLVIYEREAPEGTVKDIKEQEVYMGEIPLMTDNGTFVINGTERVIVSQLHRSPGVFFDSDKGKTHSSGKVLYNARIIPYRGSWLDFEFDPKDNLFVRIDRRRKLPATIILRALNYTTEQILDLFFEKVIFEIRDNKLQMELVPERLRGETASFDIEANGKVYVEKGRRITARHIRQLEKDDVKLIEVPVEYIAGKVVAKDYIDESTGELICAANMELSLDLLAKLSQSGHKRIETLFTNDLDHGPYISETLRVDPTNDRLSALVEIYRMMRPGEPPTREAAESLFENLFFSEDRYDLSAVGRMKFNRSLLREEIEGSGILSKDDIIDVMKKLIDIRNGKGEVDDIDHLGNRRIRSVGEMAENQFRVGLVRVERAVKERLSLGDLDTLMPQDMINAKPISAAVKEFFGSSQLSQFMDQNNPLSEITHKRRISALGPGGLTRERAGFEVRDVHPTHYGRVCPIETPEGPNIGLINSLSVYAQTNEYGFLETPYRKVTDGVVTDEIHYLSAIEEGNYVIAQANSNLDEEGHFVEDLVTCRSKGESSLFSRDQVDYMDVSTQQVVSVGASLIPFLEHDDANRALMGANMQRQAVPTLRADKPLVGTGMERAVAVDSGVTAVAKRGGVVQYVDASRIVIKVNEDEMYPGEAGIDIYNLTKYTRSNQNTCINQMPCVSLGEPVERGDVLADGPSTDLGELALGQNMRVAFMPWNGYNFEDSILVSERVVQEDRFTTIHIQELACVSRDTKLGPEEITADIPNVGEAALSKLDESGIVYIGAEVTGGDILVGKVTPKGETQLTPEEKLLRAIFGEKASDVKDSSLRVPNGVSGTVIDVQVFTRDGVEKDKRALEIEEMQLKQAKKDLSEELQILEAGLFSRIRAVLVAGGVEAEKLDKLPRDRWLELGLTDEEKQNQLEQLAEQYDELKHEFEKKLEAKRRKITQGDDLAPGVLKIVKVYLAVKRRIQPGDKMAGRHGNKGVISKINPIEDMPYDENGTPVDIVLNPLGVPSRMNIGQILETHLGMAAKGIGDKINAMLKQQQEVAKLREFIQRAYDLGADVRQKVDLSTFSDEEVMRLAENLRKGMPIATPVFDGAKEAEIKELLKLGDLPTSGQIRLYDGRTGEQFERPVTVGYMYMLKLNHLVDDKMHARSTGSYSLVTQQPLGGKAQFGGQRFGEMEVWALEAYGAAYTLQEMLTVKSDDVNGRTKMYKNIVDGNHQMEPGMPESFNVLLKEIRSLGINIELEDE
tolC growth inh – growth inhibitors of E. coli BW25113 tolC mutant; OD615; growth inhibition, % at 10 µM (by protocol); AID 573; hit rate 2.2% among 65,000;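 active = growth inhibition at or above a cutoff equal to the mean over every tested compound plus 3 SD, cut at about 60% in these data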;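 note: growth measured after 20 h incubation at 37 °C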
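Test system: tolC-deleted E. coli BW25113; medium: LB with kanamycin 50 µg/mL; compound: single-point testing at 10 µM; incubation: 20 h compound exposure of bacteria at 37 °C; signal: OD at 615 nm; evaluation: growth inhibition in percent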
D1 mod – D1 dopamine receptor (human) allosteric modulation; AID 641; B-score at 10 µM; P21728; hit rate 5.9% among 58,000; HEK293 D1, CRE-luciferase, dopamine EC30 potentiation; actives deviate in either direction;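 active = luminescence count or its row- and column-corrected plate score outside the 99.7% band of the plate's sample wells, on either side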
Hsp90 inh – displaces geldanamycin probe from tumor Hsp90; NCI-N417 lysate Hsp90, Cy3B-geldanamycin FP displacement; P07900; inhibition, % at 30 µM; hit rate 0.35% among 64,000;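 active = inhibition above 50%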;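 note: 0% = tracer plus lysate wells and 100% = tracer alone without lysate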
Cdc25B block – human M-phase inducer phosphatase 2 inhibition; P30305; recombinant Cdc25B, OMFP fluorescence Ex485/Em525; inhibition, %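 (compounds tested at 10 µM final in the well)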; hit rate 0.1% among 65,000; AID 368; in the data active = inhibition above about 50%
DUSP1 inh – blocks human MKP-1 phosphatase activity; P28562; recombinant MKP-1, OMFP hydrolysis fluorescence; inhibition, %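 (compounds tested at a single concentration somewhere between 10 and 100 µM)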; hit rate 0.15% among 65,000;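 active = inhibition above about 50%, limit read from the data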;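 note: 0% = DMSO max control wells and 100% = wells with enzyme stopped by NaOH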
CatB inh – human cathepsin B inhibition. inhibition, %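 (tested at 10 µM)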. hit rate 0.1% among 63,000. AID 453. purified cathepsin B, fluorogenic substrate, fluorescence. P07858; in the data active = inhibition above about 21%;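 note: 0% = enzyme with no compound and 100% = no enzyme blank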
* hit, by the source's call; / = not tested or not shown.

SMILES	AP complement	CatB mixtures	E coli RNAP	tolC growth inh	D1 mod	Hsp90 inh	Cdc25B block	DUSP1 inh	CatB inh
Oc1c(C(Nc2ccccn2)c2ccccn2)ccc2cccnc12 (stereo not drawn)	8	-8	-3	1	1.1	0	-17	23	2
COc1cccc2c(=O)n(CC(=O)NC3CCCCC3)ccc12	12	0	0	-1	-1.3	4	-10	-2	1
CCCSc1nnc(NC(=O)c2sc3nc(-c4cccs4)ccc3c2N)s1	19	36	-8	59	0.47	-2	20	53*	-3
CCNc1nc(NC(C)(C)C)nc(N(CC)n2cnnc2)n1	-3	-3	-4	25	2.7*	2	-2	21	-4
COC(=O)c1ccc(CN(c2ccccc2OC)S(=O)(=O)c2cccs2)o1	-1	-3	10	26	-0.6	0	-3	10	4
O=C(NCCCN1CCN(Cc2ccccc2)CC1)C1CCN(c2nnc(-n3cccc3)s2)CC1	-8	1	-4	-9	-2	-1	-32	14	3
O=C(CSc1nnc(-c2cccnc2)n1Cc1ccco1)N1CCc2ccccc21	5	-2	2	-10	/	2	-6	13	1
CCOc1ccc(CCNC(=O)c2cccnc2N2CCCC2)cc1OCC	-2	0	9	5	1.6	1	-6	-3	-2
Cc1cc(N2CCC(N(C)C3CCCC3)CC2)nc2cc(O)ccc12	14	2	-19	-2	/	-3	-16	2	-9
CCC1CCCCN1C(=O)CSc1nnc(-c2cccs2)o1 (stereo not drawn)	22	7	6	-3	-0.9	0	2	10	-5
COc1nc(Nc2ccc(O)cc2)nc(OC(C(F)(F)F)C(F)(F)F)n1	-2	2	9	39	6.2*	1	-13	9	7
CCN(CC)C(=O)C1CCCN(c2ncnc3c2cnn3-c2ccc(Cl)cc2)C1 (stereo not drawn)	1	9	3	59	-3.6*	-3	-1	4	7
c1cncc(-c2nn3c(Cn4cnc5ccccc54)nnc3s2)c1	-6	2	/	5	0.31	-1	-1	1	0
O=C(Nc1ccc2c(c1)nc1n2CCSC1)c1ccco1	-2	0	3	-2	-3	-6	-32	-14	0
CCOC(=O)/C(C#N)=C1\Nc2ccccc2N=C1N(CC(C)C)CC(C)C	-19	3	7	11	-1	-4	-12	-11	4

6 compounds from above with just DUSP1 inh:
SMILES	DUSP1 inh
CCCSc1nnc(NC(=O)c2sc3nc(-c4cccs4)ccc3c2N)s1	53*
CCNc1nc(NC(C)(C)C)nc(N(CC)n2cnnc2)n1	21
COC(=O)c1ccc(CN(c2ccccc2OC)S(=O)(=O)c2cccs2)o1	10
O=C(NCCCN1CCN(Cc2ccccc2)CC1)C1CCN(c2nnc(-n3cccc3)s2)CC1	14
O=C(CSc1nnc(-c2cccnc2)n1Cc1ccco1)N1CCc2ccccc21	13
CCOc1ccc(CCNC(=O)c2cccnc2N2CCCC2)cc1OCC	-3

Later entries:
SMILES	AP complement	CatB mixtures	E coli RNAP	tolC growth inh	D1 mod	Hsp90 inh	Cdc25B block	DUSP1 inh	CatB inh
CCc1nc(NCCCn2ccnc2)c2oc3ccccc3c2n1	-2	-2	2	0	5.5*	-1	8	-28	-1
CCOc1ccccc1Nc1nc(N)nc(CN(C)C2CCCCC2)n1	13	2	11	18	-0.69	4	-9	1	6
CCCNC(=O)CS(=O)Cc1nc(-c2ccc(OC)cc2)oc1C (stereo not drawn)	23	2	3	-7	-0.017	-3	-7	9	-4
N/C(CC(=O)Nc1cccc(C(F)(F)F)c1)=N/O	22	5	4	-12	-1.4	-3	-8	1	1
Cn1c(=O)n(Cc2ccccc2F)c2ccccc21	-7	1	6	5	0.77	-12	-1	14	5
CCN(CC)S(=O)(=O)c1cccc(C(=O)Nc2nc3cc4c(cc3s2)OCCO4)c1	6	-3	7	46	/	-3	-3	25	3
CCOC(=O)N1CCC(NC(=O)c2csc3c2CCCC3)CC1	6	-5	9	-9	/	-3	2	-8	2
Cn1nnnc1SCC(=O)NC(=O)NCc1ccccc1	26	-5	-8	-8	0.97	14	-4	18	-2
O=C(NCc1ccco1)c1noc2c1CCCCC2	4	5	8	-2	-0.27	1	-7	-1	-5
O=C(CCn1c(=O)c2ccccc2n(CC(=O)NCCC2=CCCCC2)c1=O)NCc1ccco1	-9	-1	11	-1	0.0027	-3	0	16	4
Cc1cc(C)cc(Nc2cc(=O)n(C3CCCCC3)c(=O)[nH]2)c1	-8	-4	5	83*	0.6	1	14	4	2
CCOCCOC(=O)C1=C(C)Nc2ccc(C)cc2S1	16	3	-4	-10	3.9*	-1	3	2	0
CCC(c1nnnn1C1CCCCC1)N(Cc1ccco1)Cc1cc2ccc(OC)cc2[nH]c1=O (stereo not drawn)	-14	0	4	68*	0.048	-1	-1	27	4
CC1=C(C(=O)Nc2cccc(C)n2)C(c2ccc3c(c2)OCO3)C2=C(CC(c3ccco3)CC2=O)N1 (stereo not drawn)	6	2	0	13	0.43	-4	5	10	0
O=C(c1ccco1)N(Cc1cc2ccccc2[nH]c1=O)C1CCCCC1	6	2	5	12	-0.19	-4	13	1	2
COC(=O)C1=C(N)Oc2cc(C)n(C)c(=O)c2C1c1ccc(Cl)cc1 (stereo not drawn)	4	4	10	-15	0.049	0	2	-15	2
O=C(COc1cc(=O)n2c(n1)SCCC2)c1ccccc1	3	1	10	-10	0.76	-4	-7	2	/
CC/C(=N\O)c1ccc(OC)c(OC)c1	12	-4	6	14	/	-1	-5	-9	-1
CCOC(=O)COc1ccc(S(=O)(=O)N2CCc3ccccc3C2)cc1	12	6	11	17	0.0098	-20	-14	-8	-1
Cc1c2c([n+]3n1CCC3)CC(C)(C)CC2=O	8	0	10	12	-0.037	-5	2	-33	-1
CCCCn1c(=O)c2ccccc2c2ccccc2c1=O	5	4	6	42	0.32	0	-2	1	-2
Cc1noc(C)c1S(=O)(=O)Nc1ccc(C(=O)NCCc2ccccc2)cc1	-3	6	3	2	-0.76	-2	-6	4	3
CCC(c1nnnn1Cc1ccco1)N(Cc1cc2cc(OC)ccc2[nH]c1=O)C1CCCCC1 (stereo not drawn)	6	-2	1	3	0.5	-2	7	11	1
Cn1c(=O)c(C(=O)CN2CCCc3ccccc32)c(N)n(Cc2ccccc2)c1=O	-8	4	14	50	/	-2	0	17	6
Cc1ccccc1Cn1nc(C)c(NC(=O)c2noc3c2CCc2ccccc2-3)c1C	10	0	2	68*	-1.2	-2	-5	3	1
CCCCOC(=O)CSc1nc(N)c(C#N)c(-c2ccc(OC)cc2)c1C#N	/	/	-4	13	/	-1	-18	-24	0
CSc1ccc2nnc(-c3cccc(F)c3)n2n1	-5	1	5	9	-1	0	-6	14	3
Cc1ccccc1Cn1cc(NC(=O)c2noc3c2CC(C(C)(C)C)CC3)cn1 (stereo not drawn)	7	0	7	-5	4.1	-2	-1	39	0
N#Cc1nc(COc2ccc(Cl)cc2)oc1N1CCN(Cc2ccccc2)CC1	/	/	12	11	-2.2	-3	15	-11	0
CCNC(=O)CC1SC(=Nc2cccc(Cl)c2C)N(C)C1=O (stereo not drawn)	28	-2	-2	-18	0.47	0	-11	8	-2
O=C(c1ccc2c(c1)OCO2)[C@@H]1[C@@H]2C(=O)N(C3CCCCC3)C(=O)[C@@H]2C2c3ccccc3C=CN21 (stereo partly drawn)	19	-3	1	0	0.57	-7	-2	-6	6
CC(C)(CNS(=O)(=O)c1ccc(F)cc1)CNS(=O)(=O)c1ccc(F)cc1	2	2	6	18	-0.29	-2	-1	7	5
CC(C)(C)S(=O)(=O)c1ccc2nc3c(n2c1)CCCC3	-11	0	4	-10	-0.26	0	2	22	-3
COC(=O)c1ccccc1NC(=O)c1cc(-c2cccs2)on1	4	-1	4	-13	-0.012	0	-10	12	5
COc1ccc(-c2nnc3c4ccccc4c(C)nn23)cc1S(=O)(=O)N1CCN(CCO)CC1	11	6	9	11	1	-4	-2	13	-2
CCOC(=O)COc1ccc(S(=O)(=O)Nc2ccc3c(c2)OCCO3)cc1	-17	2	3	4	-0.058	11	-7	3	-1
CCOC(=O)C1=C(C)NC(=O)NC1/C=C/c1ccccc1 (stereo not drawn)	15	5	8	-6	/	-1	4	-5	-3
O=C(CSc1ccc2nnc(-c3cccc(F)c3)n2n1)NCc1ccco1	4	6	9	-13	0.089	-3	-3	16	0
N#Cc1c2n(c3c(=O)n(Cc4ccccc4Cl)cnc13)CCCCC2	3	2	2	22	8.6*	-2	-6	11	0
CCOC(=O)C1CCN(C(=O)c2oc3ccc(S(=O)(=O)N4CCCCCC4)cc3c2C)CC1	8	1	-3	77*	/	/	/	/	6
Cc1c(-c2ccc(F)cc2)nc(N)c(C#N)c1-c1ccco1	-4	-3	2	-21	5.8*	-3	5	-4	5
Cc1ccc(S(=O)(=O)NC(C(=O)OCC(=O)NC2CCS(=O)(=O)C2)C(C)C)cc1 (stereo not drawn)	14	5	3	-10	-1.2	-3	-9	8	5
O=C(CC1NC2CCCCC2NC1=O)Nc1cccc(C(F)(F)F)c1 (stereo not drawn)	18	2	7	-5	-0.053	0	-12	23	0
Cc1c(NC(=O)c2cc(-c3ccccc3)on2)c(=O)n(-c2ccccc2)n1C	4	2	16	-11	0.35	-3	-3	-11	2
CC(=O)N1CC2(C)CN(C(C)=O)CC(C)(C1)C2=O	17	4	0	-10	-0.15	-3	12	9	-2

Whole records as entered above. Order of screens: AP complement | CatB mixtures | E coli RNAP | tolC growth inh | D1 mod | Hsp90 inh | Cdc25B block | DUSP1 inh | CatB inh
Entry for CC(=O)N1CC2(C)CN(C(C)=O)CC(C)(C1)C2=O : 17 | 4 | 0 | -10 | -0.15 | -3 | 12 | 9 | -2
Entry for Cc1cc(N2CCC(N(C)C3CCCC3)CC2)nc2cc(O)ccc12 : 14 | 2 | -19 | -2 | / | -3 | -16 | 2 | -9
Entry for O=C(Nc1ccc2c(c1)nc1n2CCSC1)c1ccco1 : -2 | 0 | 3 | -2 | -3 | -6 | -32 | -14 | 0

Further results.
SMILES	AP complement	CatB mixtures	E coli RNAP	tolC growth inh	D1 mod	Hsp90 inh	Cdc25B block	DUSP1 inh	CatB inh
CC(C)c1nc(=S)c2ccccc2[nH]1	8	1	3	-17	0.71	-7	-7	-3	6
O=C(CCCN1C(=O)CSc2ncccc21)N1CCN(Cc2ccccc2)CC1	6	4	9	-22	-0.15	-3	-12	-2	3
CCOc1ccc(C2CC(c3ccc(OC)c(OC)c3)n3nc(N)nc3N2)cc1 (stereo not drawn)	3	-2	2	-1	0.0085	-3	3	9	-1
COc1cccc(-c2nnc(SCC(=O)Nc3ccc(OC)c(OC)c3)n2N)c1	15	-1	2	-12	1.3	0	3	22	-1
CCc1cc2c(=O)c(Oc3ccccc3)c(C)oc2cc1O	16	4	-33	9	-0.99	-2	-7	3	-3
O=C(CSc1nc2ccccc2o1)N1CCN(c2ccccc2)CC1	18	-4	2	5	0.46	2	0	2	2
O=C(NC1CCCCC1)N1CCC(c2nc(-c3ccc(S(=O)(=O)N4CCCC4)cc3)no2)CC1	5	4	8	6	-0.39	1	3	12	0
Cc1ccc2cc(CCNC(=O)C(C)(C)C)c(=O)[nH]c2c1	16	2	9	-19	0.017	-2	-8	11	4
CCSC1=C(C#N)C2(CCCC2)C(C#N)=C(N)N1	2	11	11	15	1.4	-6	-5	16	0
O=S(=O)(c1ccccc1)N1CCN(c2cc(-c3ccccc3)nc3ncnn23)CC1	-17	0	-4	10	-1.4	0	14	8	2
CC1CCN(C(=O)CSc2nnc(CN3CCOCC3)n2-c2ccccc2)CC1	5	-2	4	-11	0.25	0	-4	-2	7
COC(=O)c1ccccc1NC(=O)c1ccc2c(c1)C(=O)N(Cc1ccco1)C2=O	-3	1	3	-8	0.37	-2	2	30	-2
Cc1ccc2c(c1)N(CCCC(=O)NCc1cccnc1)C(=O)CO2	16	-7	6	-12	-0.74	-3	5	-3	0
CC(=O)C1=C(C)Nc2cc(C(F)(F)F)ccc2S1	16	5	62*	-1	0.88	3	2	2	4
Cc1cc(=O)oc2cc(OCC(=O)OCC(=O)NCc3ccc4c(c3)OCO4)ccc12	10	5	1	-18	0.49	-2	5	-7	5

Screening data from PubChem BioAssay.
